Compound activity from PubChem BioAssay.
GLS inh – glutaminase GLS (human) inhibition. O94925. GLS enzymatic activity, qHTS titration. Potency, µM (doses to about 45.5 µM), inactives show at the highest dose activity change, negative = inhibition, hits mostly inhibitors. 410,000 compounds, 0.21% hits; note: % is set by controls: 0 for no effect and ±100 for the full control effect
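Two-point fluorescence kinetic (t0, 30 min RT) for hKGA; glutamate detected via glutamate oxidase–HRP–Amplex Red. Substrate: 1 mM L-glutamine solution; buffer 45 mM KH2PO4, pH 8.2.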
HP1b chromo inh – inhibitors of HP1-beta chromodomain binding to methylated histone tails | 390,000 compounds, 0.56% hits | P83916 | AID 540317 | Potency, µM (titrated, usually from 114 µM), inactives show top-dose activity change, negative = inhibition, actives largely listed as inhibitors | AlphaScreen HP1-beta / biotin-H3K9me3 peptide binding; note: nearly all actives have a fitted effect of over 70% in size; inactives centre near 23
Target sequence (P83916 whole entry, looked up): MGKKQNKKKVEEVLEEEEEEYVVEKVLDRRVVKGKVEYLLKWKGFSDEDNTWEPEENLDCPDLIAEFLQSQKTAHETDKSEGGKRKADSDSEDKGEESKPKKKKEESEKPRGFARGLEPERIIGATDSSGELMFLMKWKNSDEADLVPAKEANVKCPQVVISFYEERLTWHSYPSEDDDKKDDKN
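AlphaScreen: HP1-beta (50 nM) preformed 30 min with biotin-H3(1-18)K9me3 peptide (50 nM) in PBS pH 7.4, 0.01% Tween-20. Compound added for 30 min at RT, then streptavidin donor/nickel chelate acceptor beads (10 ug/mL) for 30 min.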
Pin1 inhibitor – blocks the human prolyl isomerase Pin1 | Q13526 | Pin1 FP peptide displacement, HiFluor488, 10 min | Potency, µM (doses to about 115 µM), for the others: at the top dose activity, negative = inhibition, most hits filed as inhibitors | 390,000 compounds, 0.009% hits | AID 504891; active = well fitted inhibition curve with a large enough effect in the polarisation, with a control signal flat, not every such curve was filed as active; inconclusive = small, poorly fitted or top-dose-only effect, or effect the other way, or a change in a side signal; inactive = no such curve, though single readings can be large or run the other way; the % refers to the polarisation; note: % is set by controls: 0 for no effect and ±100 for the full control effect
Target sequence (Q13526 whole entry, looked up): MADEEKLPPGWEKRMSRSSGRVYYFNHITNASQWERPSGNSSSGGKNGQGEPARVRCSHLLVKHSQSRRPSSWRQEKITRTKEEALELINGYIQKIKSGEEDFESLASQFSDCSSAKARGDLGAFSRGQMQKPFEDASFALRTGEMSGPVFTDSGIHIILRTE
G9a block – inhibitors of human histone lysine methyltransferase G9a | Potency, µM (top dose mostly 102 µM), for the others: top-dose activity, negative = inhibition, usual class: inhibitors | Q96KQ7 | AID 504332 | 350,000 compounds, 8.8% hits | G9a H3K9 monomethylation, AlphaScreen, 2 h; note: % is set by controls: 0 for no effect and ±100 for the full control effect; nearly all actives have a fitted effect of over 75% in size
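G9a (20 nM) preincubated 15 min RT with compounds, then 500 nM biotinylated H3K9 peptide and 20 uM SAM added; 2 h RT reaction. Monomethyl-H3K9 product detected by AlphaScreen with anti-H3K9me1 antibody, streptavidin donor and anti-rabbit IgG acceptor beads.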
BAZ2B block – BAZ2B (human) inhibition | Potency, µM (highest dose often 114 µM), for inactives: top-dose activity change, negative = inhibition, most hits filed as inhibitors | 360,000 compounds, 4.4% hits | Q9UIF8 | AlphaScreen BAZ2B-H3K14Ac peptide displacement | AID 504333; note: % is set by controls: 0 for no effect and ±100 for the full control effect; nearly all actives have a fitted effect of over 60% in size
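AlphaScreen luminescence quantifies BAZ2B engagement of H3K14Ac peptide; the protein and biotinylated peptide are both at 50 nM final, buffer PBS pH 7.4 with 0.01% Tween-20, all steps at room temperature.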
BLM helicase inh – Bloom syndrome helicase (human) inhibition; P54132; recombinant BLM DNA unwinding, fluorescence dequenching; Potency, µM (series often up to 56.1 µM), for the others: top-dose activity change, negative = inhibition, actives largely listed as inhibitors; 350,000 compounds, 0.2% hits; AID 2528;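 note: plate controls were vehicle for no effect and no enzyme for full effect; nearly all actives have a fitted effect of over 35% in size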
POLI inh – DNA polymerase iota (human) inhibition | Q9UNA4 | Pol iota fluorescent replication assay, 10 min | Potency, µM (titrated, usually from 115 µM), inactives show top-dose activity, negative = inhibition, usual class: inhibitors | 390,000 compounds, 1% hits
Target sequence (Q9UNA4 whole entry, looked up): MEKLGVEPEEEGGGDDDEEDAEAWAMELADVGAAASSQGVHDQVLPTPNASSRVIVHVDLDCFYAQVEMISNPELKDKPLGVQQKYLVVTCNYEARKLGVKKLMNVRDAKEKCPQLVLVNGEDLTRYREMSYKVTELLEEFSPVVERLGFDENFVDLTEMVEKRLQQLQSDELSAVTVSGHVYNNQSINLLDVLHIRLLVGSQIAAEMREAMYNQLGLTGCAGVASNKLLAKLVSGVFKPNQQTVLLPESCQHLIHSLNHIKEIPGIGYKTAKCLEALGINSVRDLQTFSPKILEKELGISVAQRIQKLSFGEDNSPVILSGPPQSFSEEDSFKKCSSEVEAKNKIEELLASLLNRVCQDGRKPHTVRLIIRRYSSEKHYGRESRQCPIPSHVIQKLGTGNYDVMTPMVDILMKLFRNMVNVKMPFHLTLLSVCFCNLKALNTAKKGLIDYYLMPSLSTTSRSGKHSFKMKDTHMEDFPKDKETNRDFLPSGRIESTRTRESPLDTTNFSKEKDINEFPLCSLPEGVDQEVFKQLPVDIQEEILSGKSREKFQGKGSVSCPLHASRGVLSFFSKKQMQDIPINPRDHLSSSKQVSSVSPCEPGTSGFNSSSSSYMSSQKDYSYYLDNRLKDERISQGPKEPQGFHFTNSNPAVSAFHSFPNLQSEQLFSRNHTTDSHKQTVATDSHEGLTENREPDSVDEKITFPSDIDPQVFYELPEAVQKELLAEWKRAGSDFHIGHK
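Pol iota at 10 nM preincubated 15 min with compounds at room temperature; reaction started with fluorescent substrate, 50 nM final. Fluorescence read kinetically at 0 and 10 min; buffer-only wells as negative control.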
PGK inhibitor – blocks T. brucei phosphoglycerate kinase; Potency, µM (doses to about 57.5 µM), for the others: top-dose activity change, negative = inhibition, actives largely listed as inhibitors; 380,000 compounds, 0.043% hits; P07378; PGK/GAPDH coupled, Kinase-Glo luminescence, 60 min; note: % is set by controls: 0 for no effect and ±100 for the full control effect; nearly all actives have a fitted effect of over 60% in size
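Recombinant glycosomal PGK reaction used 1,3-bisphosphoglycerate generated in-well by GAPDH (100nM final) in 100mM TEA pH 7.6, 5mM MgCl2, 0.01% Tween-20. After 60 minutes at room temperature, ATP was read by Kinase-Glo Plus luminescence end-point.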
JMJD2A Tudor inh – JMJD2A Tudor domain (human) inhibition. AlphaScreen JMJD2A-Tudor / H3K4me3 peptide binding. Potency, µM (titrated, usually from 114 µM), for the others: at the highest dose activity change, negative = inhibition, actives largely listed as inhibitors. 390,000 compounds, 4.4% hits. AID 504339; note: % is set by controls: 0 for no effect and ±100 for the full control effect; nearly all actives have a fitted effect of over 50% in size
* hit, by the source's call; i = inactive; ? = inconclusive; / = no result given; & = joins results of further samples; [ ] = remark or other dose. Unless noted, calls come from the whole dose curve; as a rule, active = well fitted curve in the direction sought with a large enough effect; inconclusive = small, poorly fitted or top-dose-only effect, or another doubt; inactive = no such curve, though single readings can be large; an effect the other way counts as inactive or inconclusive. Potency is the fitted concentration of half-maximal effect.

Pin1 inhibitor | GLS inh | POLI inh | BLM helicase inh | PGK inhibitor | BAZ2B block | G9a block | HP1b chromo inh | JMJD2A Tudor inh | Compound
-11% | 3% | 23% | / | -10% | 11% | 11% | 9% | -11% | O=C(COC(=O)c1ccccc1[N+](=O)[O-])Nc1cccnc1Cl
30% | -2% | ? | 1% | -8% | -29% | -17% | -3% | -4% | O=C(c1ccc(-c2nnc(Nc3cccc(Cl)c3)c3ccccc23)cc1)N1C[C@H]2C[C@H](C1)c1cccc(=O)n1C2
0% | 2% | 31%[activator] | -7% | -9% | 0% | -7% | 25% | -6% | Cc1ccc(S(=O)(=O)NN2C(=O)c3ccccc3NC2c2ccccc2)cc1 (centres undefined)
-6% | 3% | 23% | -11% | 4% | ? | 0%[59 µM] | 34%[activator] | -9% | CCOc1ccccc1-n1c(SCC(=O)N(CC)CC)nnc1-c1ccccn1
-2% | 0% | 18% | -7% | -5% | -1% | -47% | 49%[activator] | -3% | O=C(c1ccc(Br)cc1)N1CCCC(c2nc(-c3cccs3)no2)C1 (centres undefined)
-14% | -8% | 19% | -9% | 16% | 11% | ? | 36% | -4% | CC(=O)N1CCCc2cc(S(=O)(=O)NCCC3=CCCCC3)ccc21
-1% | 1% | -3% | -1% | -13% | -24% | -8% | 28% | -5% | COc1ccc(Cc2nnc(Nc3ccc(C)cc3)o2)cc1OC
5% | -2% | 16% | 2% | 0% | 1% | -2%[59 µM] | 20% | -8% | O=C(CSc1ncccn1)NCc1ccccc1
5% | -1% | ? | -3% | 8% | ? | ? | 5% | ? | c1coc(Cn2c(-c3ccco3)nc3ccccc32)c1
-7% | 0% | -13% | 3% | i | -17% | 3%[12.7 µM] | 37% | -24% | CC(C)CN1CCc2nc(Nc3ccc(F)cc3F)ncc2C1
-12% | -21% | 14% | 0% | -2% | ? | / | -15% | ? | O=C(O)c1cc2ccccc2cc1Nc1ccccc1
-7% | -3% | -9% | 0% | -7% | -6% | 10%[59 µM] | 14% | -10% | CC(=O)Nc1cc(-c2ccccc2)nn1Cc1cccc(Cl)c1
-2% | -2% | 20% | -1% | 7% | 2% | 11%[59 µM] | 31% | 5% | Cc1ccc(N(CC(=O)Nc2ccc(F)cc2)S(=O)(=O)N2CCCC2)cc1
-2% | 16% | -1% | 2%&-3% | i | 6% | 20%[12.7 µM] | 47%[activator] | -6% | COC(=O)[C@@H]1C[C@@]2(O)[C@H](O)[C@H](O)[C@H](O)C[C@H]2N1Cc1ccc(-c2ccccc2)cc1
11% | 12% | 12% | -5% | 0% | -6% | -4% | 18% | -21% | Cc1ccc(C(=O)OCC(=O)Nc2ncc(C(F)(F)F)cc2Cl)cc1NC(=O)c1ccco1
5% | -17% | ? | -9% | 3% | -24% | 3.5µM* | ? | 22µM* | O=S(=O)(Cc1ccccc1)N=Nc1c(O)[nH]c2ccc(Br)cc12
-1% | ? | -12% | / | i | / | / | ? | 2.8µM* | COC(=O)c1ccc(CCc2cc(O)c(Br)cc2O)cc1
-1% | 2% | ? | -9% | -9% | 45µM* | ? | 22µM* | 25µM* | COc1cc(/C=N/N(C)c2ccccc2)cc(Cl)c1O
-2% | -1% | 22% | -11% | -4% | 4% | 14% | 32% | -7% | Cc1ccc(-n2c(=O)c3c(C)c(C)sc3n(Cc3cc(=O)n4ccccc4n3)c2=O)cc1C
-4% | -6% | 10% | 3% | 1% | 56%[activator] | -18%[59 µM] | 27% | 2% | CC(C)n1c(N2CCN(C(=O)Nc3ccc(F)cc3F)CC2)nc2ccccc21
9% | 9% | 32%[activator] | -7% | 2% | -1% | 16% | 5% | -6% | Cc1ccc(NC(=O)c2cc(-c3ccc(C)c(C)c3O)n[nH]2)cc1C
-4% | 6% | 18% | 1% | -3% | -6% | -35%[59 µM] | 22% | -17% | Cc1ccc(S(=O)(=O)N2CCN(C)CC2)cc1[N+](=O)[O-]
1% | 1% | -8% | 3% | -10% | -1% | 6%[59 µM] | 25% | -12% | OCCCc1nc2ccccc2n1Cc1ccccc1
-1% | -3% | 13% | / | -2% | / | / | 4% | -16% | Cc1ccc(NC(=O)c2ncn(CCCN3CCN(c4ncccn4)CC3)n2)cc1C
-1% | -2% | 47%[activator] | -2% | -8% | 10% | -2%[59 µM] | 33% | 2% | O=C(Nc1ccc(Cl)cc1)N1CCCC1

Profiles, quoted from the list. Screens in order: Pin1 inhibitor	GLS inh	POLI inh	BLM helicase inh	PGK inhibitor	BAZ2B block	G9a block	HP1b chromo inh	JMJD2A Tudor inh
`Cc1ccc(S(=O)(=O)N2CCN(C)CC2)cc1[N+](=O)[O-]` across the screens: -4%	6%	18%	1%	-3%	-6%	-35%[59 µM]	22%	-17%
`O=C(Nc1ccc(Cl)cc1)N1CCCC1` across the screens: -1%	-2%	47%[activator]	-2%	-8%	10%	-2%[59 µM]	33%	2%
`Cc1ccc(N(CC(=O)Nc2ccc(F)cc2)S(=O)(=O)N2CCCC2)cc1` across the screens: -2%	-2%	20%	-1%	7%	2%	11%[59 µM]	31%	5%

Other results.
Pin1 inhibitor | GLS inh | POLI inh | BLM helicase inh | PGK inhibitor | BAZ2B block | G9a block | HP1b chromo inh | JMJD2A Tudor inh | Compound
4% | 5% | 5% | -1% | -4% | 2% | ? | 38%[activator] | ? | CCOC(=O)c1ccc(N2C(=O)CC(Sc3nc(O)c(CC)c(=O)[nH]3)C2=O)cc1 (centres undefined)
11% | 1% | 20% | -8% | -6% | -19% | / | 30% | -20% | N#Cc1c(N)n(-c2ccccc2N)c2nc3ccccc3nc12
-4% | 0% | 22% | 3% | -3% | 34%[activator] | 35%[activator][59 µM] | 166%[activator] | 9% | CC(C)c1ccc(OC(=O)c2cc(-c3ccccc3)on2)cc1
5% | 0% | -7% | -3% | 9% | -1% | 6%[59 µM] | 14% | -8% | O=C(NC1CC(=O)N(c2cccc(F)c2)C1)c1ccc(S(=O)(=O)N2CCCCC2)cc1 (centres undefined)
-6% | 8% | 20% | -3% | -2% | -3% | 0%[59 µM] | 20% | -15% | O=C(NC1CCCCC1)C(c1ccc(F)cc1)N(Cc1cccs1)C(=O)CN1C(=O)c2ccccc2S1(=O)=O (centres undefined)
2% | -10% | -4% | -3% | -2% | 10% | -22% | 47%[activator] | 11% | C=CCN1C(=O)C(Cc2ccccc2)S/C1=N/N=C/c1cccs1 (centres undefined)
0% | -6% | 63%[activator] | -3% | -5% | 239%[activator] | 293%[activator] | 250%[activator] | 126%[activator] | c1ccc(-c2nnsc2Sc2ccccn2)cc1
-1% | -10% | 15% | -1% | i | 0% | -6%[12.7 µM] | 20% | 0% | COc1cccc(N(CC(=O)NCCSc2ccccn2)S(C)(=O)=O)c1
4% | 3% | -19% | -9% | -3% | ? | ? | -7% | -35% | CCCn1c(C2CCCN2c2nc(-c3cccc(Br)c3)cs2)nc2ccccc21 (centres undefined)
13% | -13% | 64%[activator] | -12% | -1% | 10% | 19%[12.7 µM] | 46%[activator] | 6% | O=C(CSc1ccc(-c2ccccc2)nn1)c1cccs1
3% | 8% | 22% | 6% | 12% | -4% | 12%[59 µM] | 29% | -21% | CCOC(=O)N1CCC(=NNC(=O)COc2ccc(OC)cc2)CC1
-2% | 16% | ? | -3% | -1% | ? | 11% | 57%[activator] | -23% | O=C(O)c1cccc(N2C(=O)c3cc4cccc(Br)c4cc3C2=O)c1
2% | -1% | 162%[activator] | 2% | -7% | -37% | / | 29% | -1% | CC(NC(=O)C1CCC(C)(C(=O)O)C1(C)C)c1ccccc1 (centres undefined)
52%[activator] | 6% | -11% | -2% | 1% | -29% | / | 25% | -14% | CC(C)OC(=O)C1=C(N)N2C(=O)CSC2=C(C(=O)OC(C)C)C1
-10% | 0% | 15% | -17% | -10% | 1% | ? | 21% | -9% | c1ccc(-c2nn3nnnc3c3ccccc23)cc1
-10% | 0% | 20% | 0% | -1% | 5% | ? | 42%[activator] | 3% | COc1cc(OC)c(N(C)C(=O)c2nn(C)c3c2CSc2ccccc2-3)cc1Cl
-1% | -5% | ? | 1% | -2% | -10% | / | 17% | 11% | Cc1ccc(NC(=O)CCc2nnc3ccc(N4CCC5(CC4)OCCO5)nn23)nc1
2% | -2% | 52%[activator] | / | -6% | 10% | ? | -13% | -12% | COc1ccc(S(N)(=O)=O)cc1C(=O)OCC(=O)N1CC(=O)Nc2ccccc21
9% | -1% | 10% | -5% | i | 12% | 6%[59 µM] | 47%[activator] | -6% | CCOC(=O)c1cccc(NC(=O)CCc2nc(-c3ccc(C)cc3)no2)c1
-3% | -5% | 109%[activator] | 0% | 0% | -30% | -3% | 8% | -15% | Cc1ccc(NC(=O)CN2CCCCCC2)cc1[N+](=O)[O-]
-3% | -3% | 20% | -3% | -2% | 10% | 100%[activator] | 32% | 7% | O=S(=O)(c1ccc(-c2ccno2)s1)N1CCCCC1
-11% | 12% | ? | -1% | -1% | -13% | 13% | -5% | ? | CCOc1ccc(CNC(=O)CCC(=O)N2Cc3cccc(OC)c3Oc3ncccc32)cc1
-17% | 1% | -30% | -2% | -4% | -9% | -10% | 28% | -23% | CC(C)CC(NC(=O)C1CCCN1C(=O)CNC(=O)OCc1ccccc1)C(=O)O (centres undefined)
2% | 3% | 2% | / | -9% | / | / | 54%[activator] | 6% | O=Cc1ccc(-c2cccs2)s1
6% | -11% | 28% | 0% | 3% | -36% | 4% | 70%[activator] | ? | COc1ccc(-c2ccc(SCC(=O)Nc3nccs3)nn2)cc1OC
0% | 2% | 21% | / | 7% | / | / | 26% | -30% | Oc1ccc(C[C@H]2CNC(=S)N2CC2CCCN2C[C@H](Cc2ccc(O)cc2)N2C[C@H](Cc3ccccc3)N(CCc3ccccc3)C2=S)cc1 (some centres undefined)
3% | 7% | 4% | -8% | -7% | -9% | ? | 11% | -19% | CC1(C)Cc2c(sc(NC(=O)Nc3ccccc3)c2C(N)=O)CO1
-3% | 11% | 8% | -2% | -1% | -3% | -11%[59 µM] | 20% | -17% | CCc1ccc(OCCOCC(O)CN(CCO)CCO)cc1 (centres undefined)
-4% | -5% | -24%[58.9 µM] | -5% | i | 9% | 1%[59 µM] | 32% | -9% | Cn1c(SCC(=O)NCc2cccs2)nnc1-c1ccco1

A portion of the library. The share of hits here may be higher or lower than overall.
